SMN2 splice up = qHTS Assay for Enhancers of SMN2 Splice Variant Expression | Potency, µM (doses to about 46.1 µM), without a hit: top-dose activity change, positive = activation, usual class: activators | 2.8% of 210,000 active | HEK293 SMN2-luciferase splicing reporter, luminescence, 30-36 h | AID 1458, 2008; note: potency is the fitted concentration of half-maximal effect; % of control where 0% means no effect; nearly all actives have a fitted effect of over 55% in size
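HEK293 cells carry an SMN2 minigene-luciferase reporter in which exon 7 inclusion puts luciferase in frame. Cells were seeded at 2000 cells/well, attached for 10-12 hours, then exposed to compounds for 30-36 hours at 37C before ONE-Glo luminescence.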
CBFb RUNX1 block = qHTS Assay for Compounds Blocking the Interaction Between CBF-beta and RUNX1 for the Treatment of Acute Myeloid Leukemia. AlphaScreen CBFb-His/RUNX1-biotin binding, biochemical. Potency, µM (series often up to 59.8 µM), for inactives: at the top dose activity, negative = inhibition, most hits filed as inhibitors. Runt-related transcription factor 1 (Homo sapiens) + Core-binding factor subunit beta …. 230,000 tested, under 10 active; note: % of control where 0% means no effect
Target sequence (Q01196 whole entry, looked up): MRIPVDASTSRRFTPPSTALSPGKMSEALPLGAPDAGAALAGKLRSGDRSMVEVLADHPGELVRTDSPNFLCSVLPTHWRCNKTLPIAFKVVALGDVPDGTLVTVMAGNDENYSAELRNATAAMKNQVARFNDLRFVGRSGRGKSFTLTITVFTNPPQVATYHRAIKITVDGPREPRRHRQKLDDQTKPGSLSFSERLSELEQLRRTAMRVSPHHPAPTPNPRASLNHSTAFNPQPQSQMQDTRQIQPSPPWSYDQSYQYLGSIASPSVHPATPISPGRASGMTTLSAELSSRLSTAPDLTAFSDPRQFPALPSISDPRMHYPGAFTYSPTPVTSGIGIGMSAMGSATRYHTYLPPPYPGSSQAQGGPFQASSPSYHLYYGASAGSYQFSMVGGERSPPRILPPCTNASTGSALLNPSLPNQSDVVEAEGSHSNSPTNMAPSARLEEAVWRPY
Target sequence (Q13951 whole entry, looked up): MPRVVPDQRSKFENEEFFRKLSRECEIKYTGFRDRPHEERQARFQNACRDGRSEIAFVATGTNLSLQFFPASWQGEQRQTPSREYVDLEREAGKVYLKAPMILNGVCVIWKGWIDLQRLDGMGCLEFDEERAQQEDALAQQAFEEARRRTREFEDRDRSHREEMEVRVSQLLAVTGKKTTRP
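CBF-beta (His) and RUNX1 (biotin), 30 nM each; 20 min preassociation; + compound, 15 min; + beads 50 ng each (Ni, streptavidin), 90 min; RT; AlphaScreen read.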
KinaseGlo FLuc = Counterscreen for Luciferase (Kinase-Glo TM) Inhibition | AID 1379, 2008 | Kinase-Glo luciferase, ATP luminescence, 8 min | Luciferin 4-monooxygenase (Photuris pensylvanica), Q27757 | Potency, µM (series often up to 38.3 µM), for inactives: at the highest dose activity change, negative = inhibition, hits mostly inhibitors | 0.28% of 200,000 active; note: potency is the fitted concentration of half-maximal effect; % is set by controls: 0 for no effect and ±100 for the full control effect; nearly all actives have a fitted effect of over 60% in size
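Kinase-Glo luciferase light output from ATP and luciferin was measured with 10 uM ATP, within the enzyme's linear range. Buffer: 50 mM imidazole pH 7.2, 50 mM KCl, 7 mM MgCl2, 0.01% Tween 20, 0.05% BSA; luminescence read after 8 min at ambient temperature.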
Lamin A splicing = qHTS Assay for Modulators of Lamin A Splicing; 0.01% of 200,000 active; Potency, µM (highest dose often 46.1 µM), inactives show at the top dose ratio change, negative = inhibition, hits mostly inhibitors; AID 1487, 2009; HeLa LMNA splicing GFP/RFP minigene ratio, 48 h; active = well fitted inhibition curve with a large enough effect in the signal ratio, with a control signal flat, not every such curve was filed as active; inconclusive = small, poorly fitted or top-dose-only effect, or effect the other way, or a change in a side signal; the % refers to the signal ratio; note: potency is the fitted concentration of half-maximal effect; % is set by controls: 0 for no effect and ±100 for the full control effect
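S3 HeLa cells stably expressing lamin A-EGFP splicing minigene plus DsRed2, 600 cells/well, 48 h compound exposure at 37C. Laser-scanning cytometry; analysed as GFP (500-530 nm)/RFP (575-640 nm) total intensity ratio; 0.5% DMSO vehicle.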
HTT cytoprotect = qHTS Multiplex Assay to Identify Dual Action Probes in a Cell Model of Huntington: Cytoprotection (ATP). PC12 HTT-Q103 induced, cytoprotection, ATP luminescence, 40 h. Potency, µM (highest dose often 56.4 µM), inactives show cytoprotection (ATP increase), actives largely listed as activators. 0.14% of 230,000 active;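 note: potency is the fitted concentration of half-maximal effect; % of control where 0% means no effect; nearly all actives have a fitted effect of over 45% in size; toxic huntingtin expression switched on by the ecdysone agonist tebufenozide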
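Quantitative HTS on tebufenozide-induced (100 nM) PC12 cells expressing HTTQ103 exon 1–GFP; compounds tested as a concentration series; survival measured via cellular ATP.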
IMPase Li inh = qHTS Assay for Identifying the Cell-Membrane Permeable IMPase Inhibitors: Potentiation with Lithium; CHO-M1 cells, IP1 TR-FRET (IP-One), carbachol + lithium; Potency, µM (titrated, usually from 59.4 µM), inactives show top-dose activity, negative = IMPase inhibition, usual class: inhibitors; 0.35% of 210,000 active;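 note: IP1 builds up when IMPase is blocked and the TR-FRET signal falls; potency is the fitted concentration of half-maximal effect; plate controls were basal vehicle for no effect and high inhibitor control for full effect; nearly all actives have a fitted effect of over 50% in size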
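Test compounds were applied to CHO-M1 cells previously cultured for 16–30 h at 2000 per well. A small lithium amount accompanied them; after 30 min at 37C, IP1 was quantified by TR-FRET.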
HTT aggregate = qHTS Multiplex Assay to Identify Dual Action Probes in a Cell Model of Huntington: Aggregate Formation (GFP) | 1.1% of 220,000 active | AID 1688, 2009 | PC12 HttQ103-GFP aggregates, Acumen cytometry, 40 h | Potency, µM (top dose mostly 46.1 µM), without a hit: at the top dose activity change, negative = inhibition, most hits filed as inhibitors; note: potency is the fitted concentration of half-maximal effect; % is set by controls: 0 for no effect and ±100 for the full control effect; nearly all actives have a fitted effect of over 60% in size
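Aggregates are detected as GFP objects 1–25 µm with signal 6 STDEV over background in lysates of induced PC12 cells. These carry Huntingtin exon 1 with 103 glutamines fused to GFP under an ecdysone promoter; compounds titrated.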
* hit, by the source's call; ? = inconclusive; · = no result given; & = joins results of further samples; [ ] = dose if it differs, or a comment. Unless noted, calls come from the whole dose curve; as a rule, active = well fitted curve in the direction sought with a large enough effect; inconclusive = small, poorly fitted or top-dose-only effect, or another doubt; inactive = no such curve, though single readings can be large; an effect the other way counts as inactive or inconclusive.

SMILES	SMN2 splice up	CBFb RUNX1 block	KinaseGlo FLuc	Lamin A splicing	HTT cytoprotect	IMPase Li inh	HTT aggregate
O=P(NS(=O)(=O)c1ccccc1)(Oc1ccccc1)Oc1ccccc1	-3%	3%	-1%	7%	10%	23%[38.3 µM]	-7%
CNC(=O)Oc1ccc2ncccc2c1	-5%	-1%	0%	-8%	·	0%	-15%
O=c1c2ccccc2nc(-c2ccco2)n1-c1ccccn1	0%	3%	12%	12%	-10%	-8%[38.3 µM]	?
c1cc2cc(c1)C[n+]1ccc(c3ccccc31)NCc1ccc(cc1)CNc1cc[n+](c3ccccc13)C2	·	4%[21.7 µM]	5%	·	-29%[1.9 µM]	35%	·
COC(=O)CCCc1[se]c2ccccc2c1I	·	-8%	-2%[39.9 µM]	·	-68%[inhibitor]	20%	·
CCOC(=O)c1oc2ccccc2c1NC(=O)CN1CCN(C)CC1	-2%	-1%	11%	9%	-19%	-2%[38.3 µM]	?
c1ccc(CN2CCC3(CCNCC3)CC2)cc1	-25%	·	-1%	·	13%	21%	·
O=P(CCl)(Nc1ccccc1)C(Cl)(Cl)Cl (stereo not given)	-1%	-2%	-2%	-11%[46 µM]	-18%	-4%	23%
N=C1c2ccccc2CN1c1ncccn1	27%	12%	-2%	?	?	-3%	11%
O=C(CNC(=O)OCc1ccccc1)Nc1ccc(Br)cc1C(=O)c1ccccc1	-15%	-4%	1%	?	-10%	32%[activator][38.3 µM]	?
Cc1c(N=Cc2c(O)n(CCc3ccccc3)c(=O)[nH]c2=O)c(=O)n(-c2ccccc2)n1C	-7%	1%	-3%	-21%	-2%[1.9 µM]	37%[activator][38.3 µM]	3%
Cc1ccc(N2CCN(CCc3ccccc3)CC2)cc1	-27%	1%	4%	2%	-33%	11%[38.3 µM]	13%
Clc1ccc(Cl)cc1	-6%	·	2%	?	-13%	1%	4%
CS(=O)(=O)N1CCC2(CCCN(Cc3ccncc3)C2)CC1	-4%	·	-1%	·	10%	0%	·
N/C(=N\N=C/c1ccc(-c2ccc(O)c(C(=O)O)c2)o1)N[N+](=O)[O-]	1%	·	-16%	11%	-36%	20%[38.3 µM]	-1%
COc1ccc(NC(=O)N2CCC3(CC2)CCN(C(=O)Oc2ccccc2)CC3)cc1	-81%[inhibitor]	·	-4%	·	-101%[inhibitor]	9%	·
COC(=O)N1CCC2(CCN(CC(C)C)CC2)CC1	2%	·	-2%	·	10%	9%	·
CCCCOc1nc2ccccc2c(=O)n1-c1ccccc1	-21%	-2%	2%	?	6%[10 µM]	12%	1%
O=C1CCCC2C3CCCN4CCCC(CN12)C34 (stereo not given)	-5%	1%	-5%	2%	-5%[10 µM]	26%[38.3 µM]	16%
CCOc1ccc(Oc2nc(NCC(C)C)nc(N(C)C)n2)nn1	?	10%	0%	-21%	11%	3%[38.3 µM]	5%
COc1ccc(CCn2c(O)c(C=Nc3ccc(F)cc3)c(=O)[nH]c2=O)cc1OC	·	4%	·	5%[46 µM]	-34%[10 µM]	·	2%[9.22 µM]
Cc1[nH]c2ccc(OC(=O)N3CCOCC3)cc2c1C(=O)OC(C)C	-47%[inhibitor]	7%	-6%	?	10%	32%[activator][38.3 µM]	-19%
O=C(NCCN1CCCCC1)c1ccc(Cl)nc1Cl	·	-2%	·	·	4%[10 µM]	2%	-9%[9.22 µM]
CC[N+](CC)(CC#CCO)CC#Cc1ccccc1	-3%	-9%	-1%	?	-22%	7%	10%
COc1ccc(C(CNC(=O)Cc2ccc(Cl)c(Cl)c2)N(C)C)cc1 (stereo not given)	12%	20%	-1%	·	-35%	4%	-14%
O=C(Cc1ccccc1[N+](=O)[O-])N1CCN(Cc2ccc3c(c2)OCO3)CC1	-27%	5%	-2%	·	·	8%	-15%
O=C(Cc1cc(=O)[nH]c(=O)[nH]1)N1CCN(CCO)CC1	·	12%	·	·	7%[10 µM]	2%	-15%[9.22 µM]
CC1CCC(C(=O)NC(C(=O)N2CCC3(CC2)OCCO3)C(C)C)CC1 (stereo not given)	4%	-3%	0%	-6%	-4%[0.074 µM]	27%[38.3 µM]	-4%
CCN(C(C)=O)c1cccc(-c2ccnc3c(C#N)cnn23)c1	·	13%	·	-16%	-36%	·	1%
CC(C(=O)c1cn(C)c2ccccc12)c1ccccc1 (stereo not given)	2%	11%	-1%	-9%	-13%	17%[38.3 µM]	25%
CN1CCN(c2ccc([N+](=O)[O-])c(Sc3ccccn3)c2)CC1	·	-8%	·	·	-6%[10 µM]	·	15%[9.22 µM]
Clc1ccccc1CN1CCN(c2ccccc2)CC1	-35%	0%	19%	3%	-2%	43%[activator][38.3 µM]	?
CCCC(=O)c1ccc(CP(=O)(OCC)OCC)o1	·	4%	·	·	16%[10 µM]	·	-4%[9.22 µM]
CCCC(C)C1(CC)C(=O)NC(=O)N=C1N (stereo not given)	4%	7%	-1%	-7%	37%[10 µM]	5%	-1%
N#CC(C#N)=Cc1ccc(N2CCCC2)cc1	-25%	0%	12%	·	-36%[inhibitor]	-4%	-14%
CCCCC/C=C\C/C=C\C/C=C\C/C=C\CCCC(=O)Nc1ccc(O)cc1	·	15%	-1%	19%[46 µM]	?	13%	·
Cc1ccc2ccccc2c1NC(=O)CNC1CCCCC1	4%	-3%	-1%	10%	13%	-6%[38.3 µM]	9%
CC(C)Cc1nnc(NC(=O)CCC(=O)N2CCC3(CC2)OCCO3)s1	·	3%	·	·	1%[10 µM]	·	-6%[9.22 µM]
Cc1nc2ccc(P(=O)(O)O)cc2s1	-13%	6%	1%	·	-13%	-7%	15%
Cc1cccc(NP(=O)(Oc2ccccc2F)Oc2ccccc2F)c1C	2%	5%	3%	?	·	13%	?

Profiles, quoted from the list.
Cc1cccc(NP(=O)(Oc2ccccc2F)Oc2ccccc2F)c1C across the screens: SMN2 splice up: 2%; CBFb RUNX1 block: 5%; KinaseGlo FLuc: 3%; Lamin A splicing: ?; HTT cytoprotect: ·; IMPase Li inh: 13%; HTT aggregate: ?
COc1ccc(CCn2c(O)c(C=Nc3ccc(F)cc3)c(=O)[nH]c2=O)cc1OC across the screens: SMN2 splice up: ·; CBFb RUNX1 block: 4%; KinaseGlo FLuc: ·; Lamin A splicing: 5%[46 µM]; HTT cytoprotect: -34%[10 µM]; IMPase Li inh: ·; HTT aggregate: 2%[9.22 µM]

Retrieved by structure from above, 4 records:
SMILES	SMN2 splice up	CBFb RUNX1 block	KinaseGlo FLuc	Lamin A splicing	HTT cytoprotect	IMPase Li inh	HTT aggregate
CC(C)Cc1nnc(NC(=O)CCC(=O)N2CCC3(CC2)OCCO3)s1	·	3%	·	·	1%[10 µM]	·	-6%[9.22 µM]
CN1CCN(c2ccc([N+](=O)[O-])c(Sc3ccccn3)c2)CC1	·	-8%	·	·	-6%[10 µM]	·	15%[9.22 µM]
COc1ccc(CCn2c(O)c(C=Nc3ccc(F)cc3)c(=O)[nH]c2=O)cc1OC	·	4%	·	5%[46 µM]	-34%[10 µM]	·	2%[9.22 µM]
Cc1nc2ccc(P(=O)(O)O)cc2s1	-13%	6%	1%	·	-13%	-7%	15%

(cont.)
SMILES	SMN2 splice up	CBFb RUNX1 block	KinaseGlo FLuc	Lamin A splicing	HTT cytoprotect	IMPase Li inh	HTT aggregate
Cc1cc(O)c(CN2CCN(c3ccccc3)CC2)cc1C	5%	3%	-3%	-11%	-10%	45%[activator][38.3 µM]	-8%
COc1ccc(C(=O)C2CCCN(C3CSCCSC3)C2)c(C)c1 (stereo not given)	-26%	-4%	1%	-20%[46 µM]	2%[10 µM]	24%	11%[9.22 µM]
CC/C(=N\Nc1ccccc1)c1c(O)n(-c2ccccc2)c(=O)[nH]c1=O	·	-1%	·	·	-6%[10 µM]	·	-3%[9.22 µM]
O=c1oc2ccccc2n1CSC1=NCCS1	-7%	6%	-5%	?	?	-10%[38.3 µM]	?
COc1ccc(Cl)cc1C(=O)C1CCCN(Cc2cnc(C)s2)C1 (stereo not given)	·	1%	-7%	34%[46 µM]	?	6%	40%[9.22 µM]
CC1(C)C[C@H]2C=C(C=O)[C@]3(C=O)C[C@]3(C)[C@H]2C1	-91%[inhibitor]	-10%	-2%	?	·	19%	8.9µM*
[N-]=[N+]=CC(=O)CC[C@H](N)C(=O)O	1%[9.22 µM]	·	-1%[7.66 µM]	·	-18%[10 µM]	-11%	·
O=C1c2ccccc2-c2cccc3cccc1c23	11%	2%	1%	·	-42%[inhibitor]	-11%	·
Cc1ccc2c(c1)C1CN(C)CCC1N2C(=O)/C=C/c1ccc2c(c1)OCO2 (stereo not given)	-35%[inhibitor]	-7%	-4%	6%[46 µM]	-42%[inhibitor]	7%	12%
CC(=O)NC1C(OC(=O)Cc2ccccc2)OC(COC(C)=O)C(OC(C)=O)C1OC(C)=O (stereo not given)	3%	5%	-2%	?	25%	-1%	17%
CC[C@]12C=CCN3CCC4(c5cc(Br)c(OC)cc5N(C)C4[C@@](O)(C(=O)OC)[C@@H]1OC(C)=O)C32 (stereo not given in full)	-9%	-6%	2%	3%[46 µM]	-16%	7%	21%
O=C(O)[C@H]1[C@H]2CN[C@H](C(=O)O)[C@H]21	?	16%	0%	·	-5%&-4%	3%&5%	·
Cc1ccc(Cl)c(O)c1	·	·	·	?	-28%	·	-10%
Cc1c(Cl)c(=O)oc2cc(OP(=O)(OCCCl)OCCCl)ccc12	·	·	·	?	-1%	·	14%
Cc1cc(C)c(-n2c(O)c(/C=N/N3CCCCC3c3cccnc3)c(=O)[nH]c2=O)c(C)c1 (stereo not given)	-2%	7%	5%	-1%	?	0%	14%
CCOP(=O)(OCC)c1nc(-c2ccc(C)cc2)oc1NCc1ccccc1	4%	7%	6%	?	·	2%	-14%
C/C(=C/C=C/[C@@H](C)C(=O)O)[C@H]1CN[C@H](C(=O)O)[C@H]1CC(=O)O	-23%	10%&3%	0%	5%	·	5%	5%
COc1c2c(cc3c1OCO3)CCN(C)C2	0%[20.6 µM]	1%[21.7 µM]	-1%[17.1 µM]	-19%	-2%[40.3 µM]	15%	8%[20.6 µM]

This is a subset. The share of hits here may be higher or lower than overall.
